Screening data as filed in PubChem BioAssay.
Pol kappa inh: DNA polymerase kappa (human) inhibition. Q9UBT6. purified Pol kappa, fluorescent DNA synthesis assay, 10 min. Potency, µM (highest dose often 107 µM), without a hit: at the top dose activity, negative = inhibition, hits mostly inhibitors. 400,000 tested, 0.53% active; further: potency means the concentration at half of the fitted maximal effect; on the % scale 0 is the no-effect control and ±100 the full control effect
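Readout: fluorescence, taken kinetically at 0 and 10 min. Conditions: 10 nM Pol kappa, 15 min RT compound preincubation, 50 nM substrate final. Controls: enzyme-free buffer wells.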
TRHR ag: agonists of human TRH receptor | TRHR cells, calcium flux fluo-8, FDSS agonist mode | activation, % at 2 µM | 360,000 tested, 0.18% active; in the data active means activation above about 30%; further: 0% is about no effect
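TRHR-expressing cells loaded with fluo-8 calcium dye; 23 nL library compound pin-transferred, kinetic FDSS fluorescence (Ex 480/Em 530) recorded about 180 s for agonist-induced calcium release, before a 10 nM TRH EC20 addition for potentiator mode.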
Apoferritin bind: binds horse apoferritin like a general anesthetic | P02791 | apoferritin/1-aminoanthracene competitive binding, fluorescence | Potency, µM (doses to about 77.5 µM), for inactives: top-dose activity change, negative = displacement, hits mostly inhibitors | 350,000 tested, 0.074% active | AID 485281; further: potency means the concentration at half of the fitted maximal effect; on the % scale 0 is the no-effect control and ±100 the full control effect; nearly all actives have a fitted effect of over 20% in size
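10 uM apoferritin + 50% sat. 1-AMA, PBS; cpd 10 min RT; Ex380/Em535 endpoint; normalized to free probe vs complex; 4-param Hill fit; propofol titration as pos. ctrl.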
ERG Ets-DNA blk: blocks human ERG Ets domain binding to DNA | fluorescence polarization, His-ERG Ets domain / labelled DNA | Potency, µM (top dose mostly 76.9 µM), inactives show at the top dose FP activity, negative = inhibition, hits mostly inhibitors | 370,000 tested, 0.028% active | AID 624246; active means well fitted inhibition curve with a large enough effect in the polarisation, with a control signal flat; inconclusive means small, poorly fitted or top-dose-only effect, or effect the other way, or a change in a side signal; inactive means no such curve, though single readings can be large or run the other way; the % refers to the polarisation;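 further: polarization taken with two DNA probes labelled with fluorescein and Texas red; potency means the concentration at half of the fitted maximal effect; % of control where 0% means no effect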
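His-tagged ERG Ets domain (1 uM in the protein solution; 300mM KCl, 50mM Tris-HCl, 1mM EDTA, 1mM DTT, pH 7.5) received compound, then a probe mix of 5 nM fluorescein-DNA and 100nM Texas-615-DNA. Fluorescence polarization was read for both dyes.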
ALOX12 inh: ALOX12 (human) lipoxygenase inhibition; P18054; Potency, µM (highest dose often 108 µM), for inactives: at the highest dose activity change, negative = inhibition, actives largely listed as inhibitors; 580,000 tested, 1.1% active; AID 1671190; purified 12hLO, xylenol orange hydroperoxide absorbance; further: potency means the concentration at half of the fitted maximal effect; on the % scale 0 is the no-effect control and ±100 the full control effect
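Hydroperoxide product was detected by ferrous iron/xylenol orange as the 573 to 405 nm absorbance ratio. Arachidonic acid at 40 uM (final) was turned over for 30 min at room temperature by 150 nM human 12hLO, pH 7.0 Hepes buffer, after 15 min compound preincubation.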
POLB inh: inhibitors of human DNA polymerase beta. P06746. Pol beta primer extension/strand displacement, fluorescence kinetic. Potency, µM (titrated, usually from 114 µM), without a hit: top-dose activity change, negative = inhibition, usual class: inhibitors. 340,000 tested, 1.3% active. AID 485314; further: potency means the concentration at half of the fitted maximal effect; on the % scale 0 is the no-effect control and ±100 the full control effect
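Kinetic readout of DNA synthesis with strand displacement by Pol beta. Compound and 10 nM enzyme sit 15 min at room temperature; 50 nM substrate starts the reaction, read immediately and at 10 min.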
BLM inh: inhibitors of human Bloom syndrome helicase BLM; P54132; 350,000 tested, 0.2% active; recombinant BLM DNA unwinding, fluorescence dequenching; Potency, µM (top dose mostly 56.1 µM), inactives show at the highest dose activity change, negative = inhibition, usual class: inhibitors;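 further: potency means the concentration at half of the fitted maximal effect; plate controls were vehicle for no effect and no enzyme for full effect; nearly all actives have a fitted effect of over 35% in size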
Target sequence (P54132 whole entry, looked up): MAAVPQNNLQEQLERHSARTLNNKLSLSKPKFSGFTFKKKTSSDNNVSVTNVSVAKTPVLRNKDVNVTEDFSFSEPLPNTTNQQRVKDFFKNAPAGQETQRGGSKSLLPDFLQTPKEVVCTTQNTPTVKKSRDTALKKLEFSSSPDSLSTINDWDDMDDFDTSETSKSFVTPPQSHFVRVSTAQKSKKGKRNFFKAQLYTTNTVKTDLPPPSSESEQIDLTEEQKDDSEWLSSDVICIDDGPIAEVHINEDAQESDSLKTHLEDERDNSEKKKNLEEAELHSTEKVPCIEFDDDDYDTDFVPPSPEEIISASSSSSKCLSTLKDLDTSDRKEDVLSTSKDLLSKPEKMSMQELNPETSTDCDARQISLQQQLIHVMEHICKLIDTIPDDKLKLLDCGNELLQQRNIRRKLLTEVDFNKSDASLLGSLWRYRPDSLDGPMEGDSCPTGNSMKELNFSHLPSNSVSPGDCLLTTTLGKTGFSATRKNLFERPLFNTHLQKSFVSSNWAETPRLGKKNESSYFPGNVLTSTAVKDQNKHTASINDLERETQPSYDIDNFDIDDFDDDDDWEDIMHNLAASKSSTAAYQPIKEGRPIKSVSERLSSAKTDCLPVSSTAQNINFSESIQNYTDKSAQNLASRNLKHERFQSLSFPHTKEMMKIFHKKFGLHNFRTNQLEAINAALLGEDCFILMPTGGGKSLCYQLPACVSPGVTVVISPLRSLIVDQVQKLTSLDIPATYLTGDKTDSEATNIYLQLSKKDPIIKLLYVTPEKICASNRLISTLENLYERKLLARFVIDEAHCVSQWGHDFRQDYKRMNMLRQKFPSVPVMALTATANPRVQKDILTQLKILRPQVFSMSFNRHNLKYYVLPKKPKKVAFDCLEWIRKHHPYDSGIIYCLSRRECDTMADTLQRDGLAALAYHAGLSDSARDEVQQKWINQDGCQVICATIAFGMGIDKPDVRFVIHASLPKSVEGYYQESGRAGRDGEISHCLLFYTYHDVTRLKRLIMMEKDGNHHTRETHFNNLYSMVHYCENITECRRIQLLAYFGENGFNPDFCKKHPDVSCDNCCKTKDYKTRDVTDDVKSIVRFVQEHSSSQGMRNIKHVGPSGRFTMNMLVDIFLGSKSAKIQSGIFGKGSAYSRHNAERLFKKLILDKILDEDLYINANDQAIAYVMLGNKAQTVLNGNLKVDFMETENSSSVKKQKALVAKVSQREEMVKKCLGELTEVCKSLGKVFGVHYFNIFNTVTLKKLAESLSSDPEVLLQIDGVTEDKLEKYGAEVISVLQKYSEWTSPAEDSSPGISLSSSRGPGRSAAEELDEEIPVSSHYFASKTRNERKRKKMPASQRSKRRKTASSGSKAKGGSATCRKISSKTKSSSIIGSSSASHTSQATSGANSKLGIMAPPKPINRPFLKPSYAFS
APEX1 inh: APE1 (human) endonuclease inhibition. P27695. Potency, µM (highest dose often 65.8 µM), for the others: at the highest dose activity change, negative = inhibition, hits mostly inhibitors. recombinant APE1, TAMRA/BHQ-2 abasic DNA cleavage fluorescence. 350,000 tested, 0.35% active;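 further: potency means the concentration at half of the fitted maximal effect; plate controls were vehicle for no effect and reference inhibitor for full effect; nearly all actives have a fitted effect of over 55% in size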
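Measures dequenching upon AP-site incision of a 5'-TAMRA/3'-BHQ-2 THF-containing duplex, 50 nM; human APE1 0.75 nM after 15 min room-temperature exposure to compound; kinetic three-point read at one-minute spacing.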
POLI inh: inhibitors of human DNA polymerase iota. Q9UNA4. Pol iota fluorescent replication assay, 10 min. Potency, µM (titrated, usually from 115 µM), for the others: at the highest dose activity, negative = inhibition, hits mostly inhibitors. 390,000 tested, 1% active. AID 588590; further: potency means the concentration at half of the fitted maximal effect
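Fluorescent replication assay read twice, at 0 min and 10 min after adding 50 nM (final) substrate. Enzyme (10 nM) and compounds were first incubated 15 min at room temperature; enzyme-free buffer wells were negative controls.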
Active calls of the source: *; ? = inconclusive; . = not tested or not shown; & = joins results of further samples; [ ] = another dose, or the depositor's remark. Unless noted, the call rests on the fitted dose curve; in most records, active means well fitted curve in the direction sought with a large enough effect; inconclusive means small, poorly fitted or top-dose-only effect, or another doubt; inactive means no such curve, though single readings can be large; an effect the other way counts as inactive or inconclusive.

SMILES	Pol kappa inh	TRHR ag	Apoferritin bind	ERG Ets-DNA blk	ALOX12 inh	POLB inh	BLM inh	APEX1 inh	POLI inh
N=C1/C(=C\c2coc3ccc(O)cc3c2=O)C(=O)N=C2SC=CN12	?	59*	-12%	60%[activator]	?	4µM*	-28%	2%	?
O=S(=O)(c1ccc(-c2ccccc2)cc1)N1CCCCC1	-10%	-0.4	-10%	-3%	6%	8%	-5%	-9%	96%[activator]
COC(=O)c1cn(CC(=O)Nc2ccc(OC)cc2)c2ccccc12	9%	-0.3	-6%	9%	4%	8%	-5%	15%	7%
O=C1CN(C(=O)COC(=O)c2oc3ccccc3c2COc2ccccc2)c2ccccc2N1	-6%	-0.2	-6%	-2%	-24%	0%	0%	3%	-2%
CC(C)(Cc1cc(CC(C)(C)C(=O)O)cc(C(C)(C)C)c1)C(=O)O	-2%	0.3	-2%	10%	1%	0%	-8%	58%[activator]	18%
C=CCNC(=O)c1c(Cl)cnn1-c1ccc(C)cc1	-1%	0.6	-18%	7%	8%	8%	-3%	-9%	?
CC(C)(NC(=O)N1CCOCC1)c1cccc(C(C)(C)NC(=O)N2CCOCC2)c1	-6%	.	.	-2%	12%	.	.	.	0%
COc1ccc(COC(=O)c2n[nH]c3ccccc23)cc1F	-24%	0.5	1%	0%	-21%	3%	-8%	-2%	5%
CCOC(=O)C1CCN(C(=O)CN(C)S(=O)(=O)c2ccc3c(c2)c(=O)n(C)c(=O)n3C)CC1	2%	0.0	7%	-8%	-2%	27%	-2%	71%[activator]	7%
COc1ccc2c(c1)N(C)/C(=C1/SC(=NCc3ccccc3)N(c3ccccc3)C1=O)S2	-2%	0.7	-8%	11%	32%[activator]	-11%	-5%	?	-1%
Cc1ccc(-c2noc(C3CCCN(C(=O)C4CCCCC4)C3)n2)o1 (stereo not drawn)	-8%	-0.6	?	1%	-24%	23%	-2%	2%	28%
Cc1ccc(S(=O)(=O)/N=C2/NC(=O)/C(=C\c3ccccc3)S2)cc1	-17%	.	.	-10%	40µM*	.	.	46%[activator]	-20%
CC(C)c1ccc(N=Cc2c(O)c3ccccc3oc2=O)cc1	-8%	-0.1	-11%	-3%	-29%	-29%	-2%	5%	9%
CCCCc1ccc(NC(=O)c2cc(-c3ccc(C)c(F)c3)on2)cc1	-13%	-0.4	?	1%	1%	2%	0%	.	-26%
N#CCCn1nc(-c2ccccc2)cc1Nc1ccccc1NC(=O)c1cccs1	-13%	2.4	-14%	4%	62%[activator][57.4 µM]	-4%	-8%	-12%	18%
CCN(CC)CCN=CC1=C(O)CNC1=O	-2%	0.2	-11%	5%	2%	30%	1%	-5%	?
O=C(NCCCc1ccccc1)C1CCN(C(=O)N2CCOc3ccc(Cl)cc32)CC1	-15%	-0.3	-8%	14%	5%	29%	-3%	.	6%
CC1(C)CC(=O)/C(=C(\O)CCCN2C(=O)c3ccccc3C2=O)C(=NCC(=O)O)C1	-3%	0.1	0%	3%	-33%	34%[activator]	0%	15%	45%[activator]
COC(=O)CN(c1ccc(F)cc1)S(=O)(=O)c1ccccc1	-10%	-0.4	10%	?	0%	-6%	0%	4%	5%
CC1=Nc2ccc(C)cc2N(Cc2ccccc2)C(=O)C1	8%	-0.4	-2%	11%	1%	8%	-4%	-11%	11%
CN(C)CCN(Cc1ccco1)c1ccccn1	-4%	.	.	-1%	-24%	.	.	.	-10%
CNC(=O)COC(=O)c1cc2c(s1)CCCC2	-9%	-0.4	-13%	-2%	-6%	1%	4%	-8%	55%[activator]
CN(C1CCCCC1)S(=O)(=O)c1ccc2c(c1)c(=O)c(C(=O)NCCc1ccccc1)cn2C	6%	0.5	?	4%	?	3%	-9%	.	29%
CCOc1ccc(NC(=O)CN(C)C(=O)c2ccc(-c3ccc(C(C)=O)cc3)o2)cc1OCC	-1%	-0.3	.	1%	0%	.	.	-15%	3%

Another view of 5 compounds above.
Each structure is followed by: Pol kappa inh	TRHR ag	Apoferritin bind	ERG Ets-DNA blk	ALOX12 inh	POLB inh	BLM inh	APEX1 inh	POLI inh
> CC1(C)CC(=O)/C(=C(\O)CCCN2C(=O)c3ccccc3C2=O)C(=NCC(=O)O)C1
 : -3%	0.1	0%	3%	-33%	34%[activator]	0%	15%	45%[activator]
> CC1=Nc2ccc(C)cc2N(Cc2ccccc2)C(=O)C1
 : 8%	-0.4	-2%	11%	1%	8%	-4%	-11%	11%
> CCOc1ccc(NC(=O)CN(C)C(=O)c2ccc(-c3ccc(C(C)=O)cc3)o2)cc1OCC
 : -1%	-0.3	.	1%	0%	.	.	-15%	3%
> CC(C)c1ccc(N=Cc2c(O)c3ccccc3oc2=O)cc1
 : -8%	-0.1	-11%	-3%	-29%	-29%	-2%	5%	9%
> CN(C1CCCCC1)S(=O)(=O)c1ccc2c(c1)c(=O)c(C(=O)NCCc1ccccc1)cn2C
 : 6%	0.5	?	4%	?	3%	-9%	.	29%

Carrying on.
SMILES	Pol kappa inh	TRHR ag	Apoferritin bind	ERG Ets-DNA blk	ALOX12 inh	POLB inh	BLM inh	APEX1 inh	POLI inh
COc1cc(OC)c(N(C)C(=O)c2cn(C3CCCC3)c(=O)c3c2c2ccccc2n3C)cc1Cl	-8%	-0.5	130%[activator]	0%	-9%	0%	-9%	.	11%
COc1ccc(NC(=O)C2CCCN2S(=O)(=O)c2cccc3cccnc23)c(OC)c1 (stereo not drawn)	-20%	-0.2	3%	-1%	4%	-13%	3%	15%	6%
Cn1c(CC(=O)NNC(=O)c2ccc(F)cc2Cl)nc2ccccc21	6%	1.8	.	3%	1%	.	.	-10%	-15%
Cc1cccc(C)c1-n1c(C)cc(/C=N/NC(=O)CSc2ncccn2)c1C	-11%	0.4	-1%	.	-2%	-20%	-1%	6%	-3%
CCOC(=O)C1Cc2ccccc2C(=O)O1 (stereo not drawn)	-5%	0.3	-8%	.	24%	13%	-2%	3%	-3%
Cc1ccc(OCCC(=O)OCC(=O)NC(=O)NC2CCCC2)cc1	-18%	0.4	.	-1%	-11%	.	.	12%	16%
CCCCCCCC1(C)NC(=O)NC1=O (stereo not drawn)	-13%	0.4	-1%	0%	17%	1%	3%	2%	16%
COc1ccccc1CNC(=O)c1cc(-c2cccnc2)nc2ccccc12	1%	-0.4	-17%	0%	-1%	8%	-1%	-2%	25%
O=C(c1cccnc1Nc1ccccc1F)N1CCOCC1	-12%	-0.2	-4%	-18%	0%	20%	-9%	0%	-11%
CCCOC(=O)c1ccc(NC(=O)COC(=O)C2CCN(c3ccc(C(F)(F)F)cn3)CC2)cc1	4%	.	.	21%	?	.	.	.	-3%
OCC1(Cc2ccccc2)CCCN(Cc2ccn[nH]2)C1 (stereo not drawn)	7%	0.4	-9%	-2%	-1%	-1%	-2%	1%	38%[activator]
CCOC(=O)C1CCCN(C(=O)c2csc(-c3ccc4c(c3)CCO4)n2)C1 (stereo not drawn)	-14%	-0.1	0%	-1%	-5%	-15%	-1%	?	-2%[58.9 µM]
C[C@H](CO)N1C[C@H](C)[C@H](CN(C)C(=O)Nc2ccc(F)cc2)Oc2ccc(NC(=O)NC3CCCCC3)cc2CC1=O	5%	.	.	11%	-3%	.	.	11%	15%
Cc1cccc(C(=O)NCC(=O)NCC(c2ccco2)N2CCCCC2)c1 (stereo not drawn)	-20%	-0.2	.	2%	-3%	.	.	7%	13%
COc1cc(/C=C(\C#N)C(=O)NCC2CCCO2)ccc1O (stereo not drawn)	6%&-9%	1.1&-0.6	2%&-10%	-6%&3%	-13%&-13%	3%&-12%	-1%&-2%	-2%	12%&177%
c1nc(N2CCOCC2)c2c3c(sc2n1)CCCC3	-15%	0.7	-5%	-8%	-20%	2%	1%	-1%	32%[activator]
COc1ccc(C2c3c(noc3C)CC(C)(O)C2C(C)=O)cc1 (stereo not drawn)	-2%	-1.0	-2%	-8%	42%[activator]	0%	-4%	-1%	0%
O=C(NCCc1ccc(Cl)cc1)c1ccc2nccnc2c1	7%	-1.0	-11%	3%	5%	-1%	-1%	42%	20%
COc1cc(/C=C2/C(=N)N3C(=NC2=O)SN=C3S(=O)(=O)C(C)C)ccc1OS(=O)(=O)c1ccccc1	.	-0.1	-3%	.	.	?	-4%	20%	.
COC(=O)Cn1c2ccccc2c2nc(=O)cc(C)n21	0%	-0.2	1%	-10%	-6%	1%	-2%	27%	98%[activator]
COc1ccc(Nc2cc(C(=O)NCCc3ccccc3)c3ccccc3n2)cc1OC	0%	-0.3	445%[activator]	-2%	-19%	-10%	-5%	.	38%[activator]
COc1cccc(-c2nn3c(-c4cc(C)[nH]n4)nnc3s2)c1	1%&10%	-2.0	-20%	-7%	3%	17%	7%	-10%	21%&24%
COc1cccc(C2/C(=C(/O)c3ccc(F)cc3)C(=O)C(=O)N2CCN(C)C)c1 (stereo not drawn)	-10%	0.2	-15%	.	22%	3%	-1%	-2%	12%
O=C1CC2(CCCC2)Oc2ccc(F)cc21	-4%	.	.	7%	-9%	.	.	.	-1%
O=C(NCc1ccc(Cl)cc1)c1ccc(COCC(F)(F)F)o1	-20%	-1.0	-5%	0%	0%	9%	-3%	-1%	-1%
CC(CNC(=O)Cn1ccc(NC(=O)OCc2ccccc2)nc1=O)c1ccccc1 (stereo not drawn)	-6%	-0.3	.	-3%	?	.	.	11%	?
CCOc1cc(/C=C(/C#N)c2nc3ccccc3[nH]2)ccc1Oc1ccc([N+](=O)[O-])cn1	-8%	0.8	-6%	.	?	?	-18%	-1%	125%[activator]
CC(C)CCC1(CCNC(C)c2cccs2)CCOC(C)(C)C1 (stereo not drawn)	-1%	-0.4	-3%	3%	-13%	0%	-5%	-8%	50%[activator]
O=c1c2sccc2n(Cc2cc(=O)n3ccccc3n2)c(=O)n1-c1cc(F)ccc1F	-11%	-1.0	-3%	0%	-6%	31%	-6%	.	-4%
Cc1ccc(C(=O)Nc2ccc(S(=O)(=O)N3CCOCC3)cc2)cc1Br	5%	.	.	1%	?	.	.	.	53%[activator]

An excerpt; the hit share may differ from the screen's.
